Bioassay records from PubChem.
BCR signal inh – qHTS Assay to Find Inhibitors of Chronic Active B-Cell Receptor Signaling; ABC-DLBCL IkBa-CBG/CBR reporter, luminescence ratio, 4 h; Potency, µM (series often up to 46.1 µM), for the others: top-dose ratio change, negative = lower green/red ratio, usual class: inhibitors; 0.05% of 340,000 active; AID 493014, 2011; active = well fitted inhibition curve with a large enough effect in the signal ratio, with a control signal flat, not every such curve was filed as active; inconclusive = small, poorly fitted or top-dose-only effect, or effect the other way, or a change in a side signal; the % refers to the signal ratio;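 note: potency is the fitted concentration of half-maximal effect; plate controls were basal doxycycline-induced cells for no effect and cells given 10 µM MG132 for full effect; MG132 reads +100%, hits lower the ratio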
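TMD8 human ABC-DLBCL cells with doxycycline-inducible IκBα–green luciferase fusion and unfused red luciferase, in 0.5% FBS medium; compounds up to 46 uM, 4 h at 37C. Green/red luminescence ratio, filter-overlap corrected, fitted to concentration-response curves.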
Tb PFK block – qHTS Assay to Find Inhibitors of T. brucei phosphofructokinase; ATP-dependent 6-phosphofructokinase (Trypanosoma brucei brucei), O15648; T. brucei PFK, ADP-Glo luminescence; Potency, µM (doses to about 57.5 µM), for inactives: top-dose activity, negative = inhibition, usual class: inhibitors; 0.17% of 330,000 active;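 note: potency is the fitted concentration of half-maximal effect; 0% = uninhibited 1x PFK enzyme wells and -100% = no-enzyme wells; nearly all actives have a fitted effect of over 60% in size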
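Luminescent ADP detection (ADP-Glo, two-step: ATP depletion then ADP-to-ATP conversion for luciferase) reported PFK activity after 45 min room-temperature reaction of 1.25 nM enzyme with 0.5 mM F6P and 0.1 mM ATP at pH 8.0.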
Giardia kill – Small Molecules that selectively kill Giardia lamblia: qHTS; Giardia lamblia trophozoite viability; AID 540267, 2011; 0.15% of 340,000 active; activity change, % at 7.66 µM, hits read low; in the data active = activity change below about -80%; inconclusive = between about -30% and that limit;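 note: parasites exposed to compound for two days anaerobically before the ATP read; % is set by controls: 0 for no effect and ±100 for the full control effect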
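Compounds were tested on trophozoites seeded at 100 cells/well and held 48 hrs at 37 deg C anaerobically. An ATP-based luminescent kit measured the remaining live cells.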
PTAP TSG101 blk – qHTS Assay for Iinhibitors of HIV-1 Budding by Blocking the Interaction of PTAP/TSG101 | 340,000 tested, under 10 active | Tumor susceptibility gene 101 protein (Homo sapiens), Q99816 | AID 493005, 2010 | Potency, µM (titrated, usually from 115 µM), for the others: top-dose activity change, negative = inhibition, usual class: inhibitors | Fluorescence polarization, FITC-PTAP peptide / Tsg101 binding; active = well fitted inhibition curve with a large enough effect in the main read-out, with a control signal flat, not every such curve was filed as active; inconclusive = small, poorly fitted or top-dose-only effect, or effect the other way, or a change in a side signal; inactive = no such curve, though single readings can be large or run the other way; note: potency is the fitted concentration of half-maximal effect; % of control where 0% means no effect
Target sequence (Q99816 whole entry, looked up): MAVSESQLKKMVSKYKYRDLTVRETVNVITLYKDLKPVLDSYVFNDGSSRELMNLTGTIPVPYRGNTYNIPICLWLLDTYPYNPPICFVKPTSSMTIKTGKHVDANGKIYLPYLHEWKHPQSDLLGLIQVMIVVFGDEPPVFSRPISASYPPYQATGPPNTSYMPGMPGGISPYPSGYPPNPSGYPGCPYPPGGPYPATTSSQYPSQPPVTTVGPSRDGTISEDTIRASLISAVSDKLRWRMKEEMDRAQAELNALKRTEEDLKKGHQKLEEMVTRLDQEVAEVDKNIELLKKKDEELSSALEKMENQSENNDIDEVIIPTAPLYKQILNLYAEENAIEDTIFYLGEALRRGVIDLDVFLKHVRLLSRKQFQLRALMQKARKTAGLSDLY
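Steps: Tsg101 binding domain dispensed (10 uM final), compounds pinned in DMSO, FITC-labeled PTAP-motif peptide added (50 nM final); after 20 min binding at room temperature, polarization measured.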
Coupling enz – qHTS Assay for Inhibitors of Fructose-1,6-bisphosphate Aldolase from Giardia Lamblia: Coupling assay counterscreen; coupling enzyme system counterscreen, AmpLite Red fluorescence; activity change, negative = inhibition, % at 58.2 µM, hits read low; 0.67% of 290,000 active; in the data active = activity change below about -30%; note: % is set by controls: 0 for no effect and ±100 for the full control effect
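Activity here indicates interference with the coupling reaction, not aldolase inhibition. Compounds at 57.5 uM final met coupling enzymes for 10 min at RT; substrate and AmpLite Red detection followed, with a 525/598 nm fluorescence read after 20 min.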
B2AR arrestin – qHTS assay of beta-arrestin-biased ligands of beta2-adrenergic receptor; Beta-2 adrenergic receptor (Homo sapiens), P07550; beta-arrestin recruitment to beta2AR, cell-based reporter; Potency, µM (series often up to 46.1 µM), for inactives: top-dose activation, actives largely listed as activators; 0.02% of 330,000 active; AID 492947, 2010;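 note: potency is the fitted concentration of half-maximal effect; 0% = DMSO controls and full agonism = EC100 isoproterenol or metaproterenol; nearly all actives have a fitted effect of over 65% in size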
Menin MLL FP TR – qHTS Assay for Inhibitors Targeting the Menin-MLL Interaction in MLL Related Leukemias: Competition With Texas Red Labeled MLL-derived Mutant Peptide; O00255; Menin + Texas Red MLL mutant peptide, fluorescence polarization; Potency, µM (series often up to 61.6 µM), inactives show at the top dose FP activity change, negative = inhibition, most hits filed as inhibitors; 0.23% of 270,000 active; active = well fitted inhibition curve with a large enough effect in the polarisation, with a control signal flat, not every such curve was filed as active; inconclusive = small, poorly fitted or top-dose-only effect, or effect the other way, or a change in a side signal; inactive = no such curve, though single readings can be large or run the other way; the % refers to the polarisation; note: potency is the fitted concentration of half-maximal effect; % of control where 0% means no effect; many of its hits are not listed in these tables
S-ASM inh – Inhibitors of Secretory Acid Sphingomyelinase (S-ASM): qHTS; AID 504937, 2011; placental ASM, HMU-PC fluorogenic substrate, 60 min; Sphingomyelin phosphodiesterase (Homo sapiens), P17405; 0.006% of 340,000 active; Potency, µM (top dose mostly 57.5 µM), without a hit: top-dose activity change, negative = inhibition, hits mostly inhibitors; note: potency is the fitted concentration of half-maximal effect
Target sequence (P17405 47-631 limits assumed): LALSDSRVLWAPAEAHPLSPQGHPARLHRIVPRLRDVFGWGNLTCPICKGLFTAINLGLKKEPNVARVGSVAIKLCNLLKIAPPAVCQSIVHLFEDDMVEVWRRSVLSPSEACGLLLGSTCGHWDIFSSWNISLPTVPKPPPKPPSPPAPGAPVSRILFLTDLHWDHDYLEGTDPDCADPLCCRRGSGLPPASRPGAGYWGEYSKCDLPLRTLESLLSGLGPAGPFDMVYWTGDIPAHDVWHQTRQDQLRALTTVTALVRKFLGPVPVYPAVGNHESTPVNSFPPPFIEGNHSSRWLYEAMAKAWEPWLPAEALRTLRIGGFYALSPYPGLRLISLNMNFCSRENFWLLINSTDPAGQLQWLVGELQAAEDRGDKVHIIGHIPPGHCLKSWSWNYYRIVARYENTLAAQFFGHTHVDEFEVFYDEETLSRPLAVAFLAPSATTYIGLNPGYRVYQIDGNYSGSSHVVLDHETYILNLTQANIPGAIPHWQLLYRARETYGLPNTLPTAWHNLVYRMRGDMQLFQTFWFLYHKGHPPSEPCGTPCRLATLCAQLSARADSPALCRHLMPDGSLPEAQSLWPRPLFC
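qHTS format. ASM enzyme prepared from human placenta hydrolyses the fluorogenic substrate HMU-PC0 (9 uM final) over 60 min at 37 °C after a 10 min compound preincubation.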
PKM2 act – qHTS Assay for Activators of Human Muscle isoform 2 Pyruvate Kinase. Pyruvate kinase PKM (Homo sapiens), P14618. purified PKM2, Kinase-Glo ATP luminescence, activation; response scale: 0% is enzyme alone, no compound. Potency, µM (series often up to 57.5 µM), without a hit: at the top dose activation, hits mostly activators. 0.34% of 260,000 active. AID 1631, 2009; note: potency is the fitted concentration of half-maximal effect; % is set by controls: 0 for no effect and ±100 for the full control effect; nearly all actives have a fitted effect of over 55% in size
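Purified hPK-M2 (>95% pure) converted ADP (0.1 mM final) to ATP with 0.5 mM PEP in 50 mM imidazole pH7.2, KCl, MgCl2, Tween 20, BSA; 1 h at room temperature. ATP detected by Kinase-Glo luminescence.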
a7 integrin act – qHTS for Activators of Integrin-Mediated Alleviation for Muscular Dystrophy; alpha7betagal myoblasts, beta-gal FDG fluorescence, 48 h; Potency, µM (doses to about 38.3 µM), without a hit: top-dose activation, hits mostly activators; 0.064% of 350,000 active; AID 624291, 2012;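 note: potency is the fitted concentration of half-maximal effect; 100% = response of the positive control SU9516; nearly all actives have a fitted effect of over 60% in size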
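alpha7betagal+/- myoblasts (passage 13, 250/well) treated 48 h at 37C with compounds at 1:260 dilution of DMSO stock. Lysed, then beta-galactosidase activity read as FDG fluorescence (ex 480/em 540) after 30 min, with pre-read for autofluorescence.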
GALK inh – qHTS Assay for Inhibitors of Human Galactokinase (GALK); 0.007% of 270,000 active; Potency, µM (series often up to 57.5 µM), inactives show top-dose activity change, negative = inhibition, most hits filed as inhibitors; P51570; Purified GALK, Kinase-Glo residual ATP luminescence; note: potency is the fitted concentration of half-maximal effect; % is set by controls: 0 for no effect and ±100 for the full control effect
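ATP-depletion format; final 35 uM ATP, 100 uM D-galactose, 5 nM enzyme; pH 8.0 HEPES/Mg2+ buffer; 60 min RT; luminescence read 10 min after detection reagent.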
The depositor's hits bear a star; ? = inconclusive; · = not tested or not shown; [ ] = another dose, or the depositor's remark. Unless noted, calls come from the whole dose curve; as a rule, active = well fitted curve in the direction sought with a large enough effect; inconclusive = small, poorly fitted or top-dose-only effect, or another doubt; inactive = no such curve, though single readings can be large; an effect the other way counts as inactive or inconclusive. An excerpt (hit frequency here may not be typical).

SMILES	BCR signal inh	Tb PFK block	Giardia kill	PTAP TSG101 blk	Coupling enz	B2AR arrestin	Menin MLL FP TR	S-ASM inh	PKM2 act	a7 integrin act	GALK inh
Cc1cc(C(=O)N2CCC(C(=O)O)CC2)c(C)o1	-12%	0%	-6	-10%	8	0.2%	·	4%	-2%	39%	8%
CN1CCN(c2c(/C=N/O)c3ccccc3n2C)CC1	0%	-1%	-11	-2%	2	0.3%	-1%	-5%	·	-1%	·
O=C(COC(=O)/C=C/c1ccc(OC(F)F)cc1)NC1CCCCCC1	5%	-3%	-8	-3%	·	-0.4%	·	0%	·	7%	·
CCOC(=O)N1CCC(Nc2ccc3nnc(-c4ccccc4)n3n2)CC1	-7%	-1%	3	-1%	11	-0.3%	-8%	-10%	-20%	4%	2%
COCCCNC(=S)N1CCN(C(=O)C(=O)Nc2ccc(C(=O)OC)cc2)CC1	1%	0%	-4	-2%	1	-0.9%	12%	2%	1%	10%	2%
Cc1cccc(CN2CCc3c([nH]c4ccccc34)C2CC(C)C)n1 (stereo not drawn)	0%	-1%	-3	-4%	-3	0.4%	?	71%[activator]	0%[11.5 µM]	-35%	-1%
Cn1c(=O)n(C)c2cc(/C=C(/C#N)C(=O)NCc3ccco3)ccc21	-6%	-4%	-5	-2%	0	-0.5%	26%	2%	-10%	-18%	4%
O=C(Nc1cccc(/C=C/c2ccccn2)c1)c1ccc(-n2cncn2)cc1	-18%	2%	-10	0%	·	-1.3%	·	2%	·	-10%	·
O=C(O)COc1ccccc1/C=N/NC(=O)c1cc(-c2ccc(F)cc2)nc2ccccc12	2%	-3%	-6	-4%	9	2.8%	?	16%	·	3%	9%
CC(C)C(NC(=O)c1ccc(C(C)(C)C)cc1)C(=O)NCCc1ccccn1 (stereo not drawn)	1%	-1%	26	-3%	-7	-0.7%	?	3%	-1%	-9%	6%
CC(NC(N)=O)C(=O)OCC(=O)c1ccc(-c2ccccc2)cc1 (stereo not drawn)	-1%	-4%	-1	-1%	0	0.2%	-29%	2%	-4%	-31%	9%
CCc1ccc(C2(O)CC(C(F)(F)F)=NN2C(=O)Cc2ccc([N+](=O)[O-])cc2)cc1 (stereo not drawn)	8%	-8%	-9	-4%	0	0.0%	10%	?	-2%	-1%	0%
O=C(O)c1cccc(S(=O)(=O)Nc2ccc(N3CCCCC3)cc2)c1	3%	6%	-7	1%	·	-0.4%	·	2%	·	-9%	·
COc1ccc(CN2C(=O)c3cccc4cccc2c34)cc1F	-23%	2%	13	-2%	1	0.0%	4%	47%[activator]	-1%	-22%	16%
Cc1nn(-c2ccccc2)c2c1C(=O)N(c1ccccc1)C(=O)C(C)(C)C2	-12%	4%	7	-1%	0	-0.4%	?	2%	2%	4%	·
CC(=O)c1cccc(CN2CCN(Cc3ccccc3)C(CCO)C2)c1 (stereo not drawn)	4%	7%	-17	-5%	-1	0.1%	-19%	8%	4%	0%	0%
COc1ccccc1/C=C/C(=O)NCC(=O)N/N=C/c1cccnc1	-8%	7%	4	2%	3	-0.3%	6%	-1%	8%	0%	0%
O=c1cc(O)c2sc(Nc3ccc(F)cc3)nc2[nH]1	1%	13%	-10	-4%	0	-1.5%	?	4%	-1%	7%	1%
CCCC(C)c1nc(C(N)=O)c2[nH]c(=O)n(-c3ccc(OC)c(OC)c3)c2n1 (stereo not drawn)	-22%	2%	-19	-6%	1	-0.8%	-13%	-1%	·	-29%	3%
CCN(CC)CC(=O)Nc1ccc([N+](=O)[O-])cc1	1%	-1%	12	-2%	0	0.0%	10%	-1%	1%	0%	2%
C=CCCCCCCCCC(=O)Nc1c[nH]c(=O)[nH]c1=O	-7%	-7%	-1	-8%	2	-0.8%	-9%	-4%	-6%	-6%	6%
CCOC(=O)c1ccc(S(=O)(=O)NCCNCc2ccccc2)cc1	-6%	10%	4	-8%	·	-0.2%	·	1%	·	2%	·
CNC(=O)Nc1nnc(C(C)(C)C)s1	-1%	1%	21	-5%	-1	0.1%	-2%	5%	7%	19%	0%
CC(=O)Nc1ccc(NC(=O)CSc2nnnn2-c2ccc(F)cc2)cc1	-3%	-5%	17	4%	1	0.9%	4%	-3%	·	0%	-2%
CCS(=O)(=O)c1nc(S(=O)(=O)c2ccc(Cl)cc2)c(NCc2ccccn2)s1	?	3%	-6	-4%	3	0.1%	-13%	-7%	1%	12%	3%
CCCc1nc(SCC(=O)NCC2CCCO2)c2c(=O)n(C)c(=O)n(C)c2n1 (stereo not drawn)	-1%	-1%	-7	0%	·	-0.5%	·	-1%	·	13%	3%
O=C(Cn1nc(Cc2cccnc2)c2ccccc2c1=O)Nc1cccnc1Cl	1%	3%	-4	-1%	1	-0.1%	-4%	2%	-6%	-21%	4%
CCN(CC)C(=O)CSc1nc(O)c(Cc2ccc(OC)cc2)c(=O)[nH]1	-5%	0%	-5	-4%	11	-0.3%	-1%	2%	1%[11.5 µM]	-4%	-1%
O=C(O)CC/C(=N\NC(=O)c1ccncc1)c1ccccc1	-16%	0%	-7	0%	1	-0.9%	-3%	-5%	4%	-4%	5%
COc1cccc(NC(=O)N2CCCC2C(=O)NC2CC2)c1 (stereo not drawn)	-6%	-1%	14	-6%	7	-0.1%	7%	3%	0%	-9%	1%
CCOC(=O)c1ccc(Oc2ccc(C(F)(F)F)cn2)cc1	7%	0%	-11	-5%	0	-0.1%	-11%	1%	1%	-37%	8%
CCC1Oc2ccc(C)cc2N(CC(=O)N(Cc2cccnc2)Cc2ccc(C)o2)C1=O (stereo not drawn)	?	-2%	-4	0%	-8	0.4%	0%	-3%	?	17%	3%
CCNC(=O)CC1C(=O)N(c2ccc(C)cc2)C(=O)N1CCOC (stereo not drawn)	-1%	6%	9	-7%	1	0.0%	?	1%	·	-11%	1%
Nc1nc2nc(-c3ccc(OCc4ccccc4)cc3)cc(C(F)(F)F)n2n1	6%	0%	24	-2%	2	-0.3%	4%	·	-6%	1%	1%
O=C(CSc1ncn[nH]1)Nc1ccccc1Sc1ccccc1	?	5%	-7	-4%	-9	-0.9%	-4%	0%	-1%	-11%[7.66 µM]	-2%
NNc1ccc2nncn2n1	0%	-4%	3	-1%	-2	0.4%	·	-1%	1%	3%	2%
CCc1ccccc1NC(=O)CSc1ncn[nH]1	1%	-9%	4	-5%	-1	-1.3%	-3%	2%	2%	1%	-1%
O=C(COC(=O)c1cc(S(=O)(=O)Nc2ccccc2Cl)ccc1O)Nc1nc2ccccc2s1	14%	2%	16	-4%	6	-0.2%	?	-8%	4%	-16%	-3%
O=C(N/N=C/c1cccs1)c1n[nH]c2c1CCC2	?	4%	5	-1%	1	-0.3%	-1%	-1%	-41%	-1%	0%
CCOc1ccc(CC(=O)Nc2nccs2)cc1	?	-1%	-19	-9%	-1	0.1%	4%	1%	·	-19%	1%
Cc1ccc2nc(SCC(=O)NCc3ccc4c(c3)OCO4)nc(=O)n2c1	5%	1%	-4	0%	·	-0.5%	·	-1%	·	17%	·
COc1ccc(C(C(N)=O)c2ncc(C(F)(F)F)cc2Cl)cc1 (stereo not drawn)	3%	-6%	10	-1%	0	-0.7%	-1%	1%	3%	-10%	12%
Oc1[nH]c2ccccc2c1N=Nc1ccccc1	?	0%	17	?	0	-0.3%	-9%	-16%	-7%	-13%	-2%
